ARFGAP1 inhibitor = inhibits rat ARF GTPase activating protein 1. Q62848. Arfgap1-stimulated ARF1 GTP hydrolysis, GDP FP detection. inhibition, % at 16.5 µM. actives 0.26% (n = 360,000). AID 651572;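 active = inhibition above a per-plate limit, mean inhibition of low control wells plus 3 SD, cut at about 25% in these data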;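 also: 0% = DMSO wells with enzyme and 100% = wells lacking Arfgap1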
Target sequence (Q62848 1-136 limits assumed): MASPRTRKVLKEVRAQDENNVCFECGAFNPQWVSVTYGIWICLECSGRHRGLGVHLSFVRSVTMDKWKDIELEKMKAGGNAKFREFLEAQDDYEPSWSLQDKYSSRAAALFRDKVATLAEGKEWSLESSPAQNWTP
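Material: truncated rat Arfgap1 GAP domain; Incubation: compound-enzyme preincubation 20 min, reaction 120 min, detection 60 min, 25 °C; Read-out: percent inhibition of Arfgap1-stimulated GTP hydrolysis; Technique: FP, GDP Alexa 633 tracer displaced from anti-GDP antibody, 620/688 nm; Controls: No-Arfgap1 wells (100%) versus DMSO full-reaction wells (0%); Replication: single well per compound.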
ASAP1 inh = blocks human ASAP1-stimulated Arf1 GTP hydrolysis; Q9ULH1; GDP FP detection; inhibition, % at 16.5 µM; actives 0.19% (n = 360,000); AID 624377; in the data active = inhibition above about 25%;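 also: 0% = vehicle with enzyme and substrate and 100% = no enzyme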
Target sequence (Q9ULH1 325-724 limits assumed): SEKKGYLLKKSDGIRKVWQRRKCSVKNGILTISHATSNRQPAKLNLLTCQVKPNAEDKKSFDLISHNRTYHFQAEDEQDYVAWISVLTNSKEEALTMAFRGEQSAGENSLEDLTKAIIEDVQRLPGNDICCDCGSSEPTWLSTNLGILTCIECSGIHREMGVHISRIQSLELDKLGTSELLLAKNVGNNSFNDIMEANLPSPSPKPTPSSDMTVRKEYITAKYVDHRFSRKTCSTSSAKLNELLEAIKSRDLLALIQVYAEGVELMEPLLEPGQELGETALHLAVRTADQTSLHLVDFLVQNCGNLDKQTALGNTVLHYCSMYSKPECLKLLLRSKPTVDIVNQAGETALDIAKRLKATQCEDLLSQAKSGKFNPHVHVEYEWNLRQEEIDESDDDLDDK
UHRF1 MBD2 ctr = blocks human UHRF1 binding to methylated DNA | UHRF1 binding to methylated oligo, TR-FRET | AID 687016 | actives 0.75% (n = 370,000) | inhibition, % at 4.4 µM | Q96T88; in the data active = inhibition above about 21%;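 also: UHRF1 SRA domain binding a hemimethylated CpG hairpin DNA probe; 0% = median of test compound wells and 100% = reference inhibitor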
PLC-beta3 inh = PLC-beta3 (human) inhibition, primary screen; actives 0.18% (n = 370,000); inhibition, % at 12.2 µM; Q01970; Purified PLC-beta3, fluorogenic substrate, fluorescence; in the data active = inhibition above about 11%;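 also: 0% = median of compound wells on plate and 100% = full blocker control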
DDE Tn6 FP inh = inhibitors of Tn6 peptide binding to human fibrin DD(E) | P02675 | Fibrin DD(E) TRITC-Tn6 fluorescence polarization displacement | inhibition, % at 8.3 µM | actives 0.21% (n = 370,000) | AID 720509;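 active = inhibition above a per-campaign cutoff: mean of compounds within control limits plus 3 SD, cut at about 15% in these data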;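 also: 0% = median of all compound wells on the plate and 100% = blocking peptide control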
KLK7 zymogen act = proKLK7 (human) activation, primary screen. actives 0.9% (n = 370,000). activation, % at 7 µM. AID 652039. purified proKLK7, EDANS-DABCYL substrate fluorescence; 100% is mature enzyme control, 0% vehicle. P49862;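 active = activation above the mean of all tested compounds plus 3 SD, computed per campaign excluding outliers beyond control limits, cut at about 13% in these data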
Target sequence (P49862 whole entry, looked up): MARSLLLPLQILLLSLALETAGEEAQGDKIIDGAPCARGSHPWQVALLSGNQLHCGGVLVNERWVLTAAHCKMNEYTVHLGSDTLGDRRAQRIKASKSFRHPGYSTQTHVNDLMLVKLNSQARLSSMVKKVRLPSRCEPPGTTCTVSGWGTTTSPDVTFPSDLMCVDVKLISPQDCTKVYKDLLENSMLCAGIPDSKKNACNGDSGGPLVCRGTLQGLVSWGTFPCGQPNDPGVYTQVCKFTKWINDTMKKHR
PLC-gamma1 inh = blocks human PLC-gamma1 enzyme activity; P19174; purified PLC-gamma1, fluorogenic substrate, fluorescence; inhibition, % at 12.2 µM; actives 0.84% (n = 370,000); AID 720700; in the data active = inhibition above about 9.5%
Tn7 DDE FP = DD(E)-Tn7 binding inhibition, primary FP screen; P02675; FP displacement of FITC-Tn7 peptide from fibrin DD(E); 0% = median of compound wells per plate; inhibition, % at 8.3 µM; actives 0.13% (n = 370,000); AID 720508;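 active = inhibition above the mean of compounds falling within the control limits plus 3 SD of them, cut at about 14% in these data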;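 also: 0% = plate median of compound wells and 100% = 10 µM Aha-Tn7 peptide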
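System: human fibrin DD(E); quantity: Fibrin-DD(E) at 2 µM final; also added: fluorescent Tn7 probe at 0.1 µM; compound dosing: single nominal test concentration of 8.3 µM per compound; schedule: 10 min preincubation, 3 h with tracer, room temperature; detection: fluorescence polarization of the labelled Tn7 tracer; repeats: one replicate per compound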
NR1D1 modulator = modulators of human Rev-erb alpha DNA binding. Rev-erbα–FITC-DNA binding, fluorescence polarization, 90 min. activity, % at 10 µM. actives 0.79% (n = 370,000);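 active = activity above about 14%, limit read from the data; passing the limit was not always enough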;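 also: 0% = DMSO wells with 35 nM protein and 100% = DMSO wells with 750 nM protein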
HGIII-sPLA2 inh = Inhibits HGIII-sPLA2 liposome hydrolysis, primary screen; Q9NZ20; inhibition, % at 12.2 µM; QFRET BODIPY PC-A2 liposome hydrolysis, fluorescence; actives 0.56% (n = 370,000);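 active = inhibition above mean plus 3 SD of compounds lying within the high and low control bounds, cut at about 19% in these data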;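 also: 0% = median of test compound wells and 100% = no enzyme DMSO wells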
Starred values were filed as active, the others as inactive; i = inactive; . = no result given.

SMILES	ARFGAP1 inhibitor	ASAP1 inh	UHRF1 MBD2 ctr	PLC-beta3 inh	DDE Tn6 FP inh	KLK7 zymogen act	PLC-gamma1 inh	Tn7 DDE FP	NR1D1 modulator	HGIII-sPLA2 inh
COc1ccc(NC(=O)CC2C(=O)N(c3ccccc3)C(=O)N2CCc2cccs2)cc1 (stereo not given)	-9	-15	-1	4	-5	0.5	3	2	-2	-14
COC(=O)c1ccc2c(=O)n(CCCCCC(=O)O)c(=O)[nH]c2c1	-1	-10	3	-200	7	-11	-168	5	-3	9
CCc1ccc2nc(N(CCCN(C)C)C(=O)c3ccc4c(c3)OCCO4)sc2c1	6	6	-1	-6	-6	-0.3	4	2	-3	-9
COc1nnc(-c2ccccc2)s1	12	-5	6	-2	-6	0.0	-3	9	5	13
C[C@H](NC(=O)OC(C)(C)C)c1nnc(SCC(N)=O)o1	2	7	-1	5	7	-0.7	1	2	3	-1
N#C/C(=C\c1ccc(-c2cccc([N+](=O)[O-])c2)o1)c1nnc(N2CCOCC2)n1-c1ccccc1	-1	-16	-1	-23	10	0.4	-13	2	-9	3
COc1ccccc1NC(=S)NNC(=O)c1ccccc1	8	0	-1	-2	7	0.3	0	3	-2	9
COCCN(C(=O)Cc1cccs1)C(C(=O)NCc1ccc(OC)cc1)c1ccc(OC)cc1 (stereo not given)	-2	-1	0	-5	-1	0.6	-6	3	-3	-7
CC(OC(=O)CC1CCCCC1)C(=O)Nc1ccc(S(N)(=O)=O)cc1 (stereo not given)	7	1	1	-2	5	-0.7	0	1	0	-7
Cn1c2ccccc2c(=O)c2c(=O)n(CCCc3ccccc3)cnc21	.	.	2	-6	-3	-0.1	-4	-3	-3	-1
O=C(Nc1cccc(Cl)c1)OCCOc1ccccc1	-9	0	0	-1	-5	0.3	5	4	5	-8
CCOc1cc(CNC(=O)CCCn2c(=O)c3cccn3c3cccnc32)cc(OCC)c1OCC	10	-6	1	-3	6	0.8	-4	2	-4	4
CN(C)CCNC(=O)C1CCN(S(=O)(=O)c2ccc3ccccc3c2)CC1	-2	4	-3	-2	4	0.3	1	-6	0	-12
Cn1nnnc1SCC(=O)NC1CCCC1	-2	1	2	-2	-5	-0.5	-2	7	-2	5
CCOC(=O)N1CCC(N2C(=O)c3ccccc3C2Nc2ccc3c(C)cc(=O)oc3c2)CC1 (stereo not given)	3	-20	33*	i	0	36*	i	-2	-1	-8
NC(=O)c1cc2ccccc2o/c1=N/NC(=O)c1ccccc1	-1	4	-7	-2	9	0.7	-2	10	-1	2
O=C(NCCc1ccccn1)c1cccc(S(=O)(=O)N2CCCCCC2)c1	0	-5	3	14*	2	-0.3	15*	8	3	-1
CC(=O)c1ccc(N2CCN(CC(O)COCc3ccco3)CC2)cc1 (stereo not given)	-14	-3	6	2	3	0.0	-1	-3	-3	8
CCOC(=O)[C@@]12CCC3=C1N(CCC3)C(=O)[C@H](CC(=O)N1CCC(c3ccccc3)CC1)C2	.	.	0	1	-5	0.2	-1	-1	6	3
COc1ccc2ccc(=O)oc2c1CC(O)C(C)(C)O (stereo not given)	6	3	2	-60	-1	4.3	-54	-5	3	1
CCc1cc(=O)oc2cc(C)cc(OCC(=O)NCCc3c[nH]c4ccccc34)c12	10	7	-1	2	0	-0.3	1	4	0	-70
O=C(c1ccncc1)N1CCN(S(=O)(=O)c2ccc(F)cc2)CC1	-4	-6	1	-4	-1	0.4	-1	-11	-2	-1
CC(C)(C)n1cnc(C(N)=O)c1N	2	-4	1	1	2	-0.1	0	-2	2	1
O=C(Nc1ccc(-c2nc3ccccc3o2)c(O)c1)c1cc(-n2cnnc2)ccc1Cl	0	9	1	i	0	-205	i	2	8	2
OC[C@H](O)[C@H](O)[C@@H](O)[C@@H](O)[C@@H]1SC(c2ccccc2)=NN1c1ccccc1	4	9	2	-29	-7	1.2	-23	5	4	-1
O=C(O)c1ccc(NCc2cccc(Br)c2)cc1	9	1	-6	3	-1	-0.2	3	-2	-3	-8
O=C(CSc1ncccn1)N1CCN(C(c2ccccc2)c2ccccc2)CC1	3	-5	3	3	-7	0.5	0	11	-5	1
O=C(NC1CC2CCCC(C1)N2C(=S)Nc1ccccc1Cl)C1CC1 (stereo not given)	-3	13	-2	-1	-2	0.4	2	0	2	4
CCCCn1c(SCN2C(=O)c3ccccc3C2=O)nc2cc(S(N)(=O)=O)ccc21	3	-10	-1	3	3	-0.1	2	0	0	2
CCN(CC)C(=O)CNC(=O)Cc1ccc(Cl)cc1	4	2	0	1	13	-0.2	2	5	-4	-2

(cont.)
SMILES	ARFGAP1 inhibitor	ASAP1 inh	UHRF1 MBD2 ctr	PLC-beta3 inh	DDE Tn6 FP inh	KLK7 zymogen act	PLC-gamma1 inh	Tn7 DDE FP	NR1D1 modulator	HGIII-sPLA2 inh
C=CCSC(=S)Nc1c(C)n(C)n(-c2ccccc2)c1=O	1	6	0	-6	0	0.1	-1	-2	-6	0
Nc1[nH]c(C(=O)c2ccccc2)c(-c2ccc(C(F)(F)F)cc2)c1C(=O)NCc1ccc(Cl)cc1Cl	6	14	0	-1	0	-0.4	0	3	-3	9
O=C(OCCO)c1cc(Cl)c(C(=O)OCCO)cc1Cl	12	-3	-1	1	3	-0.3	1	9	-2	1
C[C@H](NC(=O)CCCn1nnc2ccccc2c1=O)C(=O)O	3	-3	0	-5	5	-0.2	1	-10	0	-2
CC(NC(=O)CN1CCN(Cc2ccc(Cl)cc2)C1=O)c1ccc2c(c1)OCCO2 (stereo not given)	10	-9	5	-6	-6	-0.7	2	6	-5	5
CC1CCC(NC(=O)CSc2nncs2)CC1 (stereo not given)	11	6	-2	-2	8	0.4	0	2	0	-1
O=C(/C=C/c1cccs1)NC1CC1	5	10	1	3	-6	-0.1	2	-1	0	10
CC(=O)Nc1ccc(S(=O)(=O)NNC(=S)NCc2ccco2)cc1	11	-3	0	-12	-6	-0.4	-5	-4	-1	6
O=C(CCCC(=O)N(CC(=O)NC1CCCCC1)c1cccc(F)c1)Nc1ccccn1	-9	-3	0	-10	-1	0.4	6	3	5	3
COc1ccc(CC(=O)NCC2(N3CCCCC3)CCCCC2)cc1	17	11	7	2	-2	-0.5	5	5	-4	10

One compound at a time, as listed above. Screens in order: ARFGAP1 inhibitor | ASAP1 inh | UHRF1 MBD2 ctr | PLC-beta3 inh | DDE Tn6 FP inh | KLK7 zymogen act | PLC-gamma1 inh | Tn7 DDE FP | NR1D1 modulator | HGIII-sPLA2 inh
O=C(CSc1ncccn1)N1CCN(C(c2ccccc2)c2ccccc2)CC1 is entered as 3 | -5 | 3 | 3 | -7 | 0.5 | 0 | 11 | -5 | 1
CC(NC(=O)CN1CCN(Cc2ccc(Cl)cc2)C1=O)c1ccc2c(c1)OCCO2 (stereo not given) is entered as 10 | -9 | 5 | -6 | -6 | -0.7 | 2 | 6 | -5 | 5

Printed as active in PLC-beta3 inh, among the entries above:
SMILES	ARFGAP1 inhibitor	ASAP1 inh	UHRF1 MBD2 ctr	PLC-beta3 inh	DDE Tn6 FP inh	KLK7 zymogen act	PLC-gamma1 inh	Tn7 DDE FP	NR1D1 modulator	HGIII-sPLA2 inh
O=C(NCCc1ccccn1)c1cccc(S(=O)(=O)N2CCCCCC2)c1	0	-5	3	14*	2	-0.3	15*	8	3	-1

Some of the entries above, set out differently.
structure: C[C@H](NC(=O)CCCn1nnc2ccccc2c1=O)C(=O)O
  ARFGAP1 inhibitor: 3
  ASAP1 inh: -3
  UHRF1 MBD2 ctr: 0
  PLC-beta3 inh: -5
  DDE Tn6 FP inh: 5
  KLK7 zymogen act: -0.2
  PLC-gamma1 inh: 1
  Tn7 DDE FP: -10
  NR1D1 modulator: 0
  HGIII-sPLA2 inh: -2
structure: CC(NC(=O)CN1CCN(Cc2ccc(Cl)cc2)C1=O)c1ccc2c(c1)OCCO2 (stereo not given)
  ARFGAP1 inhibitor: 10
  ASAP1 inh: -9
  UHRF1 MBD2 ctr: 5
  PLC-beta3 inh: -6
  DDE Tn6 FP inh: -6
  KLK7 zymogen act: -0.7
  PLC-gamma1 inh: 2
  Tn7 DDE FP: 6
  NR1D1 modulator: -5
  HGIII-sPLA2 inh: 5

Three entries from above, sorted by molecular weight, lowest first.
SMILES	ARFGAP1 inhibitor	ASAP1 inh	UHRF1 MBD2 ctr	PLC-beta3 inh	DDE Tn6 FP inh	KLK7 zymogen act	PLC-gamma1 inh	Tn7 DDE FP	NR1D1 modulator	HGIII-sPLA2 inh
Cn1nnnc1SCC(=O)NC1CCCC1	-2	1	2	-2	-5	-0.5	-2	7	-2	5
CC1CCC(NC(=O)CSc2nncs2)CC1 (stereo not given)	11	6	-2	-2	8	0.4	0	2	0	-1
CCOc1cc(CNC(=O)CCCn2c(=O)c3cccn3c3cccnc32)cc(OCC)c1OCC	10	-6	1	-3	6	0.8	-4	2	-4	4
